# Compound activity from PubChem BioAssay.
# OX1R antag-1 = antagonists of human orexin 1 receptor (OX1R) | Orexin/Hypocretin receptor type 1 (Homo sapiens), O43613 | OX1R-expressing cells, FRET antagonist read-out | inhibition, % at 6.6 µM | 330,000 compounds, 1.8% hits | AID 485270, 2010; in the data active = inhibition mostly above about 38%, no sharp cut-off; inactive = mostly below about 40%;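 also: 0% = agonist challenge alone and 100% = reference antagonist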
# Target sequence (O43613 whole entry, looked up): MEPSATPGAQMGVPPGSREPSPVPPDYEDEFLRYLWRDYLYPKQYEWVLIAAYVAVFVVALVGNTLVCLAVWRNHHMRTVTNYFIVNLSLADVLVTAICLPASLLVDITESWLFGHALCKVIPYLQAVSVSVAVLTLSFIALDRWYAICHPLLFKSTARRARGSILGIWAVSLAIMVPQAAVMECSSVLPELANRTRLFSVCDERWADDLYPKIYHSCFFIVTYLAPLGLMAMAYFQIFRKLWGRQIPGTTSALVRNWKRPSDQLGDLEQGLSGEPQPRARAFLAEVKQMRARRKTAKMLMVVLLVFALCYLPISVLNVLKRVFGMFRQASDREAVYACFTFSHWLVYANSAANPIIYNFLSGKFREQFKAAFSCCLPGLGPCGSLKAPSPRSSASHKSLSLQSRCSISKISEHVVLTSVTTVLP
# OX1R antag-2 = OX1R (HCRTR1) antagonists, primary screen, fluorescence, CHO/OX1R cells, Fluo-8 calcium, orexin A. inhibition, % at 5 µM. AID 434989, 2010. 330,000 compounds, 0.43% hits. Fluo-8 calcium fluorescence;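 active = inhibition above its plate's threshold, mean inhibition of all tested compounds on the plate plus 3 SD, cut at about 37% in these data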;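 also: 0% = orexin A challenge wells and 100% = SB-334867-A antagonist wells; not every result past the cut was called active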
# * marks the source's active call; other numbers are inactive results. Compounds were not picked by outcome; 2% or so of the library scored in one or more.
# Results follow in this order: OX1R antag-1	OX1R antag-2
- Cc1ccccc1N=C1NC(=O)/C(=C/c2cccnc2)S1
  14	-22
- N#Cc1c(-c2c(Cl)cccc2Cl)noc1/C=C/Nc1ccc(C(=O)O)cc1
  22	-3
- CCSc1nnc([C@@H]2CCCN2C(=O)OC(C)(C)C)o1
  5	-11
- Cc1ccc2nc(N3CCOCC3)c3nncn3c2c1
  18	2
- O=C(NNC(=O)c1ccc(Cl)cc1Cl)c1cccs1
  20	-29
- O=C(O)c1ccccc1SCc1ccc2c(c1)OCO2
  14	3
- CC(C)(O)c1cc2ccc(C#Cc3ccsc3)cc2c(=O)o1
  71*	60*
- CS(=O)(=O)N(CC(=O)NCc1ccco1)c1ccc2c(c1)OCO2
  -1	-6
- CC(C)(C)OC(=O)N1CCC(C(N)=O)CC1
  1	-9
- Cc1cc(=O)n(CNC(=O)c2ccccc2)c(=S)[nH]1
  7	-19
- CC1CCN(CCCCOc2cccc(C(C)C)c2)CC1
  -9	-29
- O=C(/C=C/Nc1ccccc1F)c1cccs1
  8	-29
- CC(C)(CC(=O)O)CC(=O)Nc1ccc(Cl)c(Cl)c1
  20	0
- CCOC(=O)N1CCN(C(=O)COc2ccc(Cl)cc2)CC1
  12	-1
- O=C(NCCS(=O)(=O)N1CCCCC1)c1ccc2c(c1)OCO2
  11	4
- O=C(NCc1nnc2c(C(F)(F)F)cc(Cl)cn12)c1cccnc1
  17	-10
- CCN(CC)CCOc1nnc(-c2ccc(OC)cc2)c2ccccc12
  -7	-21
- COC(=O)NC(Nc1sc2c(c1C(N)=O)CCCC2)(C(=O)OC)C(F)(F)F (configuration not stated)
  -2	-7
- N#CCSc1nnc(N)s1
  2	-4
- CC(=O)N(C)c1ccc(NC(=S)NC(=O)/C=C/c2ccco2)cc1
  14	0
- CCN1CCCC1CNC(=O)Cn1nc(C)n2c(cc3cc(F)ccc32)c1=O (configuration not stated)
  13	-2
- CCOC(=O)c1cc(-c2ccccc2)n(CC(=O)N2CCCC2)c1C
  23	-17
- COc1ccc(/C=C(\NC(=O)c2ccco2)C(=O)N2CCOCC2)cc1
  20	12
- Cc1ccc(Cc2nnc(SCC(=O)Nc3ccccc3)[nH]c2=O)cc1
  22	-10
- Cc1ccc(NC(=O)c2cccc(NC(=O)CCC(=O)O)c2)cc1C
  12	-3
- COc1cc2nc(N3CCNCC3)nc(N)c2cc1OC
  7	-5
- CCCCCn1c(CN2CCN(c3cccc(Cl)c3)CC2)nc2c1c(=O)n(C)c(=O)n2C
  14	-30
- Cc1c(N=Cc2cc(Br)cc(Br)c2O)cccc1C(=O)O
  -15	3
- COC(=O)C1N[C@@H]([C@@H](NC(=O)COc2ccccc2)C(=O)NC2CC2)SC1(C)C (some centres not stated)
  22	-10
- CCOC(=O)c1cnc2c(C(F)(F)F)cccc2c1N1CCOCC1
  10	-27
- CCOC(=O)CCc1c(C)c2ccc(OCC(=O)N3CCOCC3)c(C)c2oc1=O
  22	-20
- CN(C)/C=C/C(=O)c1cc(N2CCOCC2)ccc1[N+](=O)[O-]
  19	-14
- CCOC(=O)N1CCN(C(=O)c2cccn3c(=O)c4cc(Cl)ccc4nc23)CC1
  9	-21
- O=c1cc(O)c2c(=O)n(-c3ccccc3)c3c(c2o1)CCCCCC3
  23	-6
- O=C(O)c1ccc2c(=O)n(-c3ccccc3F)c(=S)[nH]c2c1
  1	-15
- O=C(Nc1ccccc1)/C(=C\c1ccncc1)NC(=O)c1ccccc1
  11	-11
- Cc1cc(C(=O)Nc2c[nH]c(=O)[nH]c2=O)ccc1[N+](=O)[O-]
  15	-5
- CCC1NC(=S)N(C2CCCCC2)C1=O (configuration not stated)
  -3	-18
- O=C(NCc1ccc(Cl)cc1)C(=O)NCC(c1cccnc1)N1CCN(c2ccc(F)cc2)CC1 (configuration not stated)
  7	-26
- Cc1ccc(S(=O)(=O)N(C)Cc2cc3ccccc3[nH]c2=O)cc1
  10	-14
- COc1ccc(-c2cc(C(=O)N3CCN(c4ccccc4OC)CC3)no2)cc1OC
  4	-17
- CC1CCN(C(=O)CSc2nnc(-c3cc4ccccc4cc3O)n2Cc2ccco2)CC1
  30	-10
- NS(=O)(=O)c1ccc(NC(=O)CSc2ncnc3ccccc23)cc1
  4	4
- Cc1ccc(S(=O)(=O)N[C@@H](Cc2ccccc2)C(=O)N2CCC[C@@H]2C(=O)O)cc1
  -6	10
- COc1cccc(NC(=O)C(NCCc2ccc(S(N)(=O)=O)cc2)c2ccccc2)c1 (configuration not stated)
  21	-22
- Oc1ccc(/C=N/N=C/c2ccc(O)c(O)c2)cc1O
  -4	9
- O=C(O)/C=C\c1cccc(-n2nnnc2SCc2ccccc2F)c1
  21	-23
- CC1(c2cnc(Nc3ccccc3)s2)CCC(=O)O1 (configuration not stated)
  10	-14
- Cc1ccc(S(=O)(=O)N(C)c2ccc(N)cc2)cc1
  7	-6
- Nc1nc(-c2ccccc2)c(N=Nc2cccnc2)s1
  42	-19
- CC(/C=C/c1ccco1)=N/NC(=O)OC(C)(C)C
  9	-1
- Cn1c(=O)n(CCCO)c(=O)c2c1nc1n2CCCN1Cc1ccccc1
  9	-15
- C=CCNC(=O)c1nc2ccccc2s1
  9	-13
- Cc1ccnc(NS(=O)(=O)c2ccc(NS(=O)(=O)c3ccccc3)cc2)n1
  10	5
- CCOc1cc(/C=N/NC(=O)COc2nc(C)cc(COC)c2C#N)ccc1O
  35	-23
- COc1cc(SC)ccc1C(=O)OCC(=O)NC1CCCCC1
  18	-20
- O=C(COC(=O)CNC(=O)c1ccccc1)NCc1ccc2c(c1)OCO2
  7	12
- CCOc1ccccc1NC(=O)NC1(C(=O)NCc2cccnc2)CCCCC1
  14	-23
- Cc1ccc2c(C)c(C(=O)NCCN3CCCC(O)C3)oc2c1C (configuration not stated)
  12	-15
- O=C(CSc1nc2ccccc2o1)N1c2ccccc2Sc2ccc(Cl)cc21
  3	17

# Structures listed so far that contain a cyano group:
# Results follow in this order: OX1R antag-1	OX1R antag-2
- N#Cc1c(-c2c(Cl)cccc2Cl)noc1/C=C/Nc1ccc(C(=O)O)cc1
  22	-3
- N#CCSc1nnc(N)s1
  2	-4
- CCOc1cc(/C=N/NC(=O)COc2nc(C)cc(COC)c2C#N)ccc1O
  35	-23

# Next compounds.
# Results follow in this order: OX1R antag-1	OX1R antag-2
- O=c1c2cc(Br)ccc2[nH]c(=S)n1Cc1ccccc1
  -6	-33
- Cc1c(C(=O)C(=O)NCc2cccs2)c2ccccc2n1C
  4	-16
- C#CCSc1nnnn1-c1ccc(Br)c(C)c1
  15	-9
- CCc1c(C)n2nc(C)cc2[nH]c1=O
  4	-12
- O=C(COC(=O)c1ccccn1)NCc1cccs1
  15	-5
- O=C1c2nccnc2C(=O)N1c1ccc(F)cc1
  1	-9
- CCOC(=O)Nc1ccc(C(N)=O)cc1
  2	-8
- CCOc1ccc2nc(NS(=O)(=O)Cc3ccccc3)sc2c1
  13	-3
- O=C(NCC1CCCO1)c1ccc(CNS(=O)(=O)c2ccc(F)c(Cl)c2)cc1 (configuration not stated)
  19	-9
- Cn1ncc(Cl)c1C(=O)N/N=C/c1ccccn1
  20	-3
- CCOC(=O)N1CCN(C(=S)Nc2ccc(C)c(C)c2)CC1
  7	-1
- Cc1ccc(OCC(=O)Nc2ccccc2C(=O)N2CCCCC2)cc1
  47	-22
- CC(C)CCNC(=O)CN(Cc1ccccc1Cl)C(=O)CCC(=O)Nc1ccccn1
  23	-19
- CN(Cc1cccc(C(F)(F)F)c1)Cc1nc(-c2cnccn2)no1
  4	-8
- CCc1ccc2oc(C(=O)Nc3cccnc3)c(C)c2c1
  22	-17
- O=c1cc(O)sc2ccccc12
  46	2
- O=C(CSc1ccccc1)N1CCN(C(=O)c2ccco2)CC1
  10	-9
- CCN(CC)c1ccc(NC(=O)C2CCCN(S(=O)(=O)c3cccnc3)C2)c(C)c1 (configuration not stated)
  8	-32
- COc1ccc(/C=C/c2cc(C(F)(F)F)on2)cc1
  12	-16
- O=C(O)CSc1nnc2c(n1)[nH]c1ccccc12
  28	1
- CCOC(=O)N1CCN(C(=O)CCCn2nc(C)c3sc4ccccc4c3c2=O)CC1
  44	-9
- O=S(=O)(Nc1ccc(S(=O)(=O)Nc2ccccc2)cc1)c1ccccc1
  5	36
- C/C(=N\NC(=O)CCCCCNC(=O)c1ccccc1)c1ccccc1O
  8	-24
- O=C(Cc1ccc(NC2=NC3CS(=O)(=O)CC3S2)cc1)Nc1ccc(F)cc1 (configuration not stated)
  10	-13
- COc1cccc(/C=N/NC(=O)C(=O)N2CCCCCC2)c1OC
  9	-13
- CCC(OC(=O)c1cc2sccc2n1C)C(=O)NCC1CCCO1 (configuration not stated)
  2	-2
- CN(Cc1cccnc1)C(=O)CCCc1c[nH]c2ccccc12
  2	-16
- CCC1(c2ccccc2)NC(=O)N(CC(=O)NC2(C#N)CCCCC2)C1=O (configuration not stated)
  21	2
- O=C(OCc1nc2ccc(Cl)cc2n1CCO)c1ccc(O)cc1
  10	-21
- COc1cccc(CNS(=O)(=O)/C=C/c2ccc(OC)c(OC)c2)c1
  15	-11
- Cc1cc(C)n(CC(O)Cn2c(C)c(C)c3ccccc32)n1 (configuration not stated)
  62	-4
- CC(C)(C)NC(=O)NC(=O)CN1CCN(c2ncc(C(F)(F)F)cc2Cl)CC1
  26	-8
- COc1cccc(NC(=O)CCNC(=O)N2CC(=O)Nc3ccccc32)c1
  8	3
- CCOC(=O)N1CCN(C(=O)c2cnn3c(C(F)F)cc(-c4ccc(C)cc4)nc23)CC1
  14	-28
- N#CC1=C(N)C(C#N)(C#N)[C@H](c2ccncc2)[C@H]2CN(C(=O)OCc3ccccc3)CC=C12
  7	7
- Cc1ccc(-c2nn(-c3ccccc3)cc2C=O)o1
  13	-5
- O=C(Nc1ccc(Cl)cc1)c1ccc2snnc2c1
  16	1
- O=C(COC(=O)c1cncc(Br)c1)Nc1ccc2c(c1)OCO2
  15	-20
- CCN(Cc1ccccc1)C(=O)C1CCN(Cc2ccc(SC)cc2)CC1
  -1	-20
- Cc1cc(=O)oc2cc(OCC(=O)N3CCOCC3)c(Cl)cc12
  6	-16
- COc1ccc(CN2CCNC(=O)C2CC(=O)NC2CCCCCCC2)cc1C (configuration not stated)
  -1	-27
- O=C(NNS(=O)(=O)c1ccc(Br)cc1)C1CCCCC1
  14	-27
- CC(=O)N1C(c2ccccc2)CC(=O)OC1c1ccc2c(c1)OCO2 (configuration not stated)
  13	2
- COc1ccc(F)cc1S(=O)(=O)NC1CC(C)(C)NC(C)(C)C1
  5	-12
- CSCC(C)N1CCC(CO)(CCc2ccccc2)CC1 (configuration not stated)
  7	-15
- Cc1ccc(N(CC2CO2)S(=O)(=O)c2ccccc2[N+](=O)[O-])cc1 (configuration not stated)
  13	-7
- O=C(Cc1ccsc1)NCC(=O)Nc1ccccc1Br
  6	-13
- COC(=O)c1ccccc1Oc1cnc2ccccc2n1
  19	-15
- COc1cc(OC)c2c(-c3cccc(-c4ccoc4)c3)cc(=O)oc2c1
  10	-9
- O=C(c1ccc(F)cc1)N1CCC(C(=O)N(Cc2ccccc2)c2ccccc2)CC1
  11	-26
- Cc1ccc(NC(=O)Cn2cnc3c(OCc4ccccc4)ncnc32)cc1C
  6	-10
- Clc1ccc(Cl)c(OCCCCNCc2ccccc2)c1
  11	-16
- O=c1[nH]cnc2onc(-c3ccc(F)cc3)c12
  0	-17
- COC(=O)c1cc(NC(=O)CN2CCC(C(N)=O)(N3CCCCC3)CC2)cc(C(=O)OC)c1
  2	-1
- COC(=O)c1c(-c2ccc(Br)cc2)noc1N
  12	1
- Cc1cc(N)c(C)c([N+](=O)[O-])c1C
  24	-5
- COCCn1c(=S)[nH]c2cc(OC)c(OC)cc2c1=O
  1	-9
- Cc1ccc(C(=O)n2c(N)nc3ccccc32)cc1
  16	-31
- CC1(C)CC(=O)c2cc(C(=O)NC3CCSC3=O)c(=O)n(-c3ccc(Cl)cc3)c2C1 (configuration not stated)
  4	-12
- COc1cc(OC)c(OC)cc1/C=C1\SC(N2CCCCC2)=NC1=O
  10	-17

# Remaining list, next part
# Results follow in this order: OX1R antag-1	OX1R antag-2
- Cc1ccc(NC(=S)N2CCC(NC(=O)c3ccc(C)cc3)CC2)cc1
  5	-25
- CS(=O)(=O)N1CCN(c2ccc(NC(=O)Cc3ccccc3)cc2)CC1
  6	-4
- CCOc1ccc(NC(=O)CN(C)C(=O)CCNC(=O)c2ccccc2Cl)cc1OCC
  9	-14
- c1ccc(Nc2ncnc3[nH]ncc23)cc1
  3	-15
- O=C(Nc1nnc(C2=COCCO2)o1)c1ccc(Cc2ccccc2)cc1
  8	-1

# Part of the list above in a different format.
Molecule	OX1R antag-1	OX1R antag-2
c1ccc(Nc2ncnc3[nH]ncc23)cc1	3	-15
O=C(Nc1nnc(C2=COCCO2)o1)c1ccc(Cc2ccccc2)cc1	8	-1
Cc1ccc(NC(=S)N2CCC(NC(=O)c3ccc(C)cc3)CC2)cc1	5	-25
CCOc1ccc(NC(=O)CN(C)C(=O)CCNC(=O)c2ccccc2Cl)cc1OCC	9	-14
CS(=O)(=O)N1CCN(c2ccc(NC(=O)Cc3ccccc3)cc2)CC1	6	-4

# An excerpt from above in order of SMILES length, descending:
# Results follow in this order: OX1R antag-1	OX1R antag-2
- CCOc1ccc(NC(=O)CN(C)C(=O)CCNC(=O)c2ccccc2Cl)cc1OCC
  9	-14
- Cc1ccc(NC(=S)N2CCC(NC(=O)c3ccc(C)cc3)CC2)cc1
  5	-25
- c1ccc(Nc2ncnc3[nH]ncc23)cc1
  3	-15
